Screening data as filed in PubChem BioAssay.
5HT1E antag: 5-HT1E (human) receptor antagonism; AID 571; 0.99% of 65,000 active; P28566; CHO 5-HT1E Ga15 NFAT-bla reporter, FRET, antagonist; inhibition, % at 6 µM;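 active = inhibition above a set limit, the mean inhibition across every tested compound plus 3 SD, cut at about 29% in these data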;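 note: signal is the 460 over 535 nm emission ratio of beta-lactamase substrate; 0% = agonist plus DMSO wells and 100% = wells without agonist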
Target sequence (P28566 whole entry, looked up): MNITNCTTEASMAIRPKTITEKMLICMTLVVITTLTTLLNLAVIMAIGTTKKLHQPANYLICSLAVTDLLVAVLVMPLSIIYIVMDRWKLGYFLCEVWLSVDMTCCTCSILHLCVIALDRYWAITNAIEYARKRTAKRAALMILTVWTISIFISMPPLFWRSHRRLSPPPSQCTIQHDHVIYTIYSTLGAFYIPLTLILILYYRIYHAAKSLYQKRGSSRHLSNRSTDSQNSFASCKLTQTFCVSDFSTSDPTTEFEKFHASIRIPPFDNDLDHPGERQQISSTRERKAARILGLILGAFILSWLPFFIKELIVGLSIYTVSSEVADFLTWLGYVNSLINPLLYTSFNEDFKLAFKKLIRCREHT
Jurkat tox 60K: reduces viability or proliferation of Jurkat cells. Jurkat E6.1 viability, ATP luminescence, 48 h. inhibition, % at 4 µM. 1.2% of 56,000 active;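 active = inhibition above the mean inhibition of all tested compounds plus 3 SD, cut at about 28% in these data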
HTR1E agonist: agonists of human 5-HT1E serotonin receptor | activation, % at 6 µM | P28566 | CHO 5-HT1E Ga15 NFAT-bla reporter, FRET; 0% DMSO wells, 100% control agonist wells | AID 574 | 0.69% of 65,000 active;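 active = activation above a set limit, the screen-wide mean activation plus 3 SD, cut at about 8.5% in these data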;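 note: 100% = positive control agonist at 1 µM giving full maximal response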
S1P1 ag-PAM: activates or potentiates agonism at human S1P1 receptor; S1P1 CRE-bla cells, forskolin, beta-lactamase FRET, potentiator mode; S1P1 agonist co-added at EC20, 2 nM; 100% = saturating reference agonist, 0% = basal; activation, % at 9.5 µM; 0.57% of 56,000 active;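 active = activation above a cutoff set at the mean activation of all tested compounds plus 3 SD, cut at about 54% in these data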;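 note: forskolin at 4 µM as EC80 and the EC20 agonist is SEW2871; 100% = SEW2871 at its EC100 plus forskolin at EC80; some compounds past the cut are filed as inactive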
M1 agonist: M1 muscarinic receptor agonism. CHO-M1 cells, Fluo-4 calcium fluorescence, agonist mode; hits give high values. B-score at 10 µM. 3% of 64,000 active. AID 626;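 active = fluorescence rise, raw or as B-score row- and column-corrected plate score, outside the 99.7% band of its plate's samples, either direction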
5HT1a antag: blocks the human serotonin 5-HT1a receptor; inhibition, % at 10 µM; 0.68% of 62,000 active; CHO 5-HT1a Ga15 NFAT-bla reporter, antagonist mode;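 active = inhibition above the mean of all tested compounds plus 3 SD, cut at about 43% in these data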;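 note: receptor stimulated by 5-CT agonist at 100 nM near EC80; beta-lactamase reporter measured by ratiometric fluorescence of a cleavable substrate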
Target sequence (P08908 whole entry, looked up): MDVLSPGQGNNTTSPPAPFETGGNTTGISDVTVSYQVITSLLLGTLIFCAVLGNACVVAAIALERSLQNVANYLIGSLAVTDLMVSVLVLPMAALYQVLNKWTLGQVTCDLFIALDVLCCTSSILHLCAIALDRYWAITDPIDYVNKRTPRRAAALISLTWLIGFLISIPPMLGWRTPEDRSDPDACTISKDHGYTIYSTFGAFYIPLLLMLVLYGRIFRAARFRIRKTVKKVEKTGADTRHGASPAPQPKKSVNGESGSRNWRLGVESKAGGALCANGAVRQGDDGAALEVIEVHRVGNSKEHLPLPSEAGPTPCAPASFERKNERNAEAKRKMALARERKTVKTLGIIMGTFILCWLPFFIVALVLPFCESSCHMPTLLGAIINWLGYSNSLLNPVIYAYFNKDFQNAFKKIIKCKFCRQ
M1 antagonist: blocks the rat M1 muscarinic receptor response to acetylcholine; CHO-M1 cells, Fluo-4 calcium, ACh EC80 antagonist mode; hits give low values; B-score at 10 µM; 3.4% of 64,000 active; AID 628;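 active = calcium fluorescence response, raw or row-and-column corrected B-score, differing from the plate sample mean either way at a set confidence level, mostly lower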
5HT1a ag: agonists of human 5-HT1a serotonin receptor; CHO 5-HT1a Ga15 NFAT-bla reporter, FRET ratio; 0% basal, 100% maximal reference agonist; activation, % at 10 µM; 0.56% of 65,000 active; AID 567;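 active = activation above the screen-wide mean activation plus 3 SD, cut at about 19% in these data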;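 note: 0% = DMSO wells and 100% = 5-CT at EC100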
S1P3 agonist: agonists of human S1P3 receptor; Q99500; S1P3 NFAT-BLA reporter cells, agonism, FRET ratio; relative to 1 µM S1P, basal subtracted; AID 373; activation, % at 4.5 µM; 0.1% of 60,000 active;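 active = activation above the screen-wide mean plus 3 SD, cut at about 4.5% in these data, passing the limit was not always enough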; note: some compounds called inactive have numbers as strong as hits
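Assay system: stable CHO line with human S1P3, Gα16, NFAT-BLA reporter; Detection: FRET β-lactamase substrate fluorescence, excitation 405 nm, 460/535 nm emission ratio, background-subtracted; Read-out: percent activation versus median 1 µM S1P response, basal-subtracted, per plate; Incubation: cells plated overnight, compound 4 h 37 °C, substrate 2 h RT.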
* marks the source's active call; other numbers are inactive results; nt = no result given.

SMILES | M1 antagonist | S1P3 agonist | 5HT1a antag | M1 agonist | 5HT1E antag | 5HT1a ag | Jurkat tox 60K | HTR1E agonist | S1P1 ag-PAM
CCC(CC)C(=O)NCCc1cc2ccc(OC)cc2[nH]c1=O | -0.73 | -0.2 | 10 | 0.13 | -4 | -5.1 | 0 | 0.3 | -23
CCOC(=O)N1CCN(CC(=O)c2ccc3c(c2)CCN3C(C)=O)CC1 | 0.0047 | -0.8 | 6 | 2.1 | 5 | -0.9 | -2 | 0.4 | -7
CNC(=O)COC(=O)c1cc(F)c(F)cc1Cl | 0.49 | 1.2 | 3 | 0.24 | -2 | -0.8 | -5 | -0.2 | 11
CCSc1ccc2nnc(-c3ccc(F)cc3)n2n1 | 0.75 | -0.3 | -10 | 1 | 28 | -0.8 | 6 | -0.4 | 12
O=C(COc1ccc(S(=O)(=O)NC2CCCCC2)cc1)Nc1ccc2c(c1)OCCO2 | 0.059 | -0.7 | 6 | 0.018 | 14 | 1.7 | 8 | 1.9 | 14
Nc1nc(SCC(=O)NCCCN2CCOCC2)nc2sc3c(c12)CCC3 | -0.00057 | -1.2 | -1 | -0.083 | -4 | -2.4 | -6 | 0.5 | -4
CC12CN3CC(C)(CN(C1)C3c1ccc(Br)cc1)C2 (configuration not stated) | -3.7* | -0.7 | 5 | -0.34 | -7 | -1.5 | 6 | -0.6 | -7
CC(C)OC(=O)CSc1nnc(-c2ccc(O)cc2)n1Cc1ccccc1 | -3.3* | 1.0 | 8 | 0.0028 | 11 | -3.3 | -2 | 0.5 | -5
CCCN1C(=O)C2(/C(=C(\O)c3ccc4c(c3)OCCO4)C(=O)C(=O)N2CCCOC)c2ccccc21 (configuration not stated) | 0.0049 | -0.4 | 8 | -0.85 | -9 | -3.4 | -1 | 0.8 | 2
CCOc1ccc(N(CC(=O)N2CCCC2)S(=O)(=O)c2c(C)noc2C)cc1 | 0.28 | -0.8 | 1 | -0.31 | -7 | 0.2 | -3 | 0.5 | -19
COc1cc(NC(=O)c2cc(-c3ccco3)on2)c(OC)cc1Cl | 0.13 | -0.3 | -2 | -0.1 | 6 | 1.1 | -2 | 1.9 | -30
Cc1cc(F)ccc1S(=O)(=O)Nc1ccccc1C(=O)Nc1ccc2[nH]c(=O)[nH]c2c1 | 0.041 | nt | 2 | 0.2 | 9 | -1.4 | nt | -0.6 | nt
Fc1ccc(-c2cc(C(F)(F)F)nc(N3CCCCC3)n2)cc1 | -0.2 | nt | 13 | 0 | 2 | 0.8 | nt | -1.4 | nt
Nc1nc(CSc2ncn(-c3ccccc3)n2)cs1 | -0.19 | -1.8 | 17 | -0.36 | 0 | -1.5 | 8 | -0.3 | -8
CC(CCc1ccccc1)NC(=O)c1ccc(Br)o1 (configuration not stated) | -0.04 | 0.0 | 6 | 0.22 | 10 | -1.4 | 2 | 0.4 | 24
CCn1c(=O)c(C(=O)CN2CCCc3ccccc32)c(N)n(Cc2ccccc2)c1=O | -0.66 | -0.7 | 20 | -0.00088 | 2 | -1.2 | 2 | 0.7 | -22
CCS(=O)(=O)N1CCC(C(=O)Nc2cccc(C(C)=O)c2)CC1 | 0.7 | -1.8 | 4 | -1 | 8 | -2.1 | 7 | -1.7 | 14
CCc1nnc(NC(=O)CCC(=O)N2CCCC2)s1 | -0.013 | -0.2 | -4 | -0.045 | 0 | -0.3 | 3 | 0.4 | -9
COc1ccc(C(=O)N2CCCC(c3ccccc3)C2)cc1 (configuration not stated) | -0.32 | -2.8 | nt | 0.15 | 6 | -1.3 | nt | 0.5 | 0
O=C(O)C1CSCN1S(=O)(=O)c1cccc2nsnc12 (configuration not stated) | 0.48 | -0.7 | nt | -0.8 | -11 | -0.8 | nt | 9.7* | 1
CCOc1ccc(NC(=O)CN(c2ccc(OC)cc2)S(C)(=O)=O)cc1 | -3.5* | -0.8 | -16 | -0.69 | -2 | -2.7 | 10 | -1.0 | -1
Cc1ccc2cc(CN(Cc3nnnn3C3CCCC3)C3CCCCC3)c(=O)[nH]c2c1C | -0.038 | 0.5 | -11 | -0.26 | -5 | -0.3 | -2 | -0.9 | -11
N#Cc1c(N)nc2c(c1-c1ccncc1)CCCCCC2 | -0.13 | -0.3 | -5 | -0.86 | 5 | 1.4 | -9 | 0.9 | -3
COC(=O)CCC(=O)N1CCc2cc(S(=O)(=O)N3CCc4ccccc43)ccc21 | -0.032 | -1.2 | 13 | -1.1 | 3 | -0.6 | 4 | 0.0 | 9
CC1CCCC(NC(=O)CSc2nccn2C)C1C (configuration not stated) | 0.79 | nt | -7 | -0.27 | 2 | -2.5 | nt | -0.8 | nt
COc1cccc(NC(=O)CSc2nnc(Cc3cccn3C)n2-c2ccc(F)cc2)c1 | 0.57 | 0.0 | 11 | -0.48 | 7 | -2.0 | -8 | 0.4 | -8
CCOC(=O)c1oc2cc(O)ccc2c(=O)c1-c1ccccc1OC | -0.002 | -1.5 | 19 | 0.028 | 7 | -0.2 | -11 | -0.6 | -18
CCCCc1ccc(NC(=O)CSC2=C(C#N)C(c3ccco3)C3=C(CCCC3=O)N2)cc1 (configuration not stated) | 0.57 | -4.0 | nt | -0.12 | -5 | 1.5 | nt | 0.7 | 12
CCn1c(CSc2nnc(-c3cccnc3)n2-c2ccccc2C)nc2cc(C(=O)O)ccc21 | 0.011 | 0.5 | -7 | -1.3 | -1 | -0.4 | -6 | -0.1 | -5
Cc1ccccc1Cn1ccc(NC(=O)c2cnn3c(C(F)(F)F)cc(-c4ccco4)nc23)n1 | -2.7* | -0.5 | 19 | 9.2* | 14 | 0.6 | 6 | 0.1 | nt
NC(=O)COc1c(-c2ccccc2)oc2ccccc2c1=O | 0.2 | -0.3 | 5 | -0.17 | 4 | -1.0 | -7 | -0.7 | 3
N#Cc1nc(Cc2ccccc2)oc1NCCc1ccccc1 | -0.44 | -0.8 | -4 | 0.64 | 6 | 0.4 | 2 | -0.8 | nt
O=C1CSC(c2ccccn2)N1c1ccccc1 (configuration not stated) | nt | -1.0 | -11 | nt | 2 | -4.1 | -3 | 0.9 | -2
O=C(CCCOc1ccccc1)Nc1ccc(S(=O)(=O)N2CCOCC2)cc1 | -0.2 | 0.0 | -2 | -1.6 | 0 | 0.8 | -3 | 0.4 | 8
Cc1ccc(CNC(=O)CCS(=O)(=O)c2ccc(Br)s2)o1 | -0.11 | -0.7 | 4 | 0.25 | 8 | -3.0 | 9 | 0.0 | -21
Cc1ccc(C2C(C#N)=C(N)Oc3c2oc(CO)cc3=O)o1 (configuration not stated) | -0.6 | -0.1 | 1 | 0.2 | -7 | -2.8 | -2 | -1.0 | 8
O=C(OCc1nnc(-c2ccccc2)o1)c1ccc2c(c1)OCO2 | -0.026 | -0.3 | 6 | -0.065 | 15 | -4.0 | 0 | 0.0 | 7
CN1C(=O)C(O)(C2COC(C)(C)CC2=O)c2cc(Br)ccc21 (configuration not stated) | -0.49 | -1.1 | 17 | 0.14 | 13 | -3.7 | 2 | 0.2 | 24
COc1ccc(OC)c(N2C(=O)[C@@H]3C(c4ccccc4Cl)=NO[C@@H]3C2=O)c1 | -0.01 | -0.4 | -9 | 0.75 | -5 | -0.2 | -6 | -0.5 | -9
CCCOC(=O)Nc1ccccc1C(N)=O | 0.8 | -1.6 | -3 | -0.0051 | 0 | -3.2 | -6 | 0.6 | -23
CSCCC(NC(=O)c1ccccc1)C(=O)NCc1ccco1 (configuration not stated) | -2.3 | -0.5 | -4 | 0.051 | -6 | 0.0 | -2 | 1.1 | -20
O=C(NC1CCCCC1)NC1CC2CCC(C1)N2C(=O)NCc1ccccc1 (configuration not stated) | 0.0077 | nt | 0 | 0.25 | 5 | -1.9 | nt | -0.2 | nt
NC(=O)Cn1c(=O)oc2ccccc21 | -0.0029 | -0.8 | 10 | 0.41 | 3 | -1.0 | 12 | -0.9 | 9
CCOC(=O)Nc1cc2c(cc1C(C)=O)OCO2 | -0.6 | 0.2 | -5 | -0.69 | -2 | 0.3 | -11 | -0.2 | nt
CCSc1nc2c(c(=O)[nH]1)C(c1cccnc1)C(C(=O)OC)=C(C)N2 (configuration not stated) | -0.32 | -0.3 | -8 | -0.4 | 6 | -1.3 | 2 | -1.1 | 21

Two compounds from above, reduced to 5HT1a antag, 5HT1E antag and S1P1 ag-PAM:
| SMILES | 5HT1a antag | 5HT1E antag | S1P1 ag-PAM |
| --- | --- | --- | --- |
| O=C(NC1CCCCC1)NC1CC2CCC(C1)N2C(=O)NCc1ccccc1 (configuration not stated) | 0 | 5 | nt |
| NC(=O)Cn1c(=O)oc2ccccc21 | 10 | 3 | 9 |

(listing goes on)
SMILES | M1 antagonist | S1P3 agonist | 5HT1a antag | M1 agonist | 5HT1E antag | 5HT1a ag | Jurkat tox 60K | HTR1E agonist | S1P1 ag-PAM
Cc1cc(Oc2ccc(-c3ccccc3)cc2)nc(N2CCOCC2)n1 | 0.24 | 0.2 | -4 | -0.81 | 0 | 0.7 | -13 | 0.5 | -6
COc1ccc(NC(=O)C2CC(=O)NC(Nc3cccc(C)c3)=N2)cc1 (configuration not stated) | -0.042 | -0.6 | 3 | -0.28 | 0 | -1.4 | 0 | 0.5 | 3
COc1cc(CSc2nnnn2-c2ccc(C)cc2)cc(OC)c1OC | -2.5* | -1.9 | 22 | 5.8* | 12 | -1.1 | 89* | -0.1 | 102*
c1ccc(-c2csc3ncnc(NCCN4CCOCC4)c23)cc1 | -0.69 | -0.4 | 6 | -0.77 | 11 | 0.3 | 18 | 0.6 | -9
Cc1ccc(C(=O)Nc2nncs2)cc1S(=O)(=O)N1CCOCC1 | -0.094 | nt | 13 | 6.9e-05 | 1 | -1.0 | nt | -0.9 | nt
O=C(NC1CCS(=O)(=O)C1)c1ccccc1C(=O)c1ccccc1 (configuration not stated) | 0.17 | 0.9 | -4 | -0.061 | -4 | -2.1 | -7 | -0.2 | 5
Cn1c(N2CCN(c3ccccn3)CC2)nc2c1c(=O)n(Cc1ccc(Cl)cc1)c(=O)n2C | -2.2* | -3.5 | nt | 0.71 | -13 | 2.5 | nt | 0.1 | 8
CCOC(=O)c1c(C)c(C(=O)N2CCN(c3cccc(Cl)c3)CC2)c(C)n1C | -0.18 | 0.1 | 11 | 1.2 | -10 | 1.8 | 0 | 0.6 | -10
COc1ccc(-c2nnc(SCc3nnc(-c4ccccc4)o3)n2C)cc1OC | 0.34 | -0.9 | -16 | 0.55 | -4 | -1.8 | 8 | 1.0 | -32
CCCCC(NC(C)=O)c1nc2ccccc2n1CCCC (configuration not stated) | -0.00096 | nt | 15 | 0.76 | -3 | -1.6 | nt | -1.0 | nt
CCOC(=O)C1=C(C)N=c2s/c(=C3\C(=O)Nc4ccccc43)c(=O)n2C1c1ccc2c(c1)OCO2 (configuration not stated) | nt | -0.5 | 7 | nt | 4 | -1.7 | -2 | 1.0 | 0
O=C(NCCN1CCCCCC1)C1CCC(CNS(=O)(=O)c2cccc3cccnc23)CC1 (configuration not stated) | -2* | -0.6 | 6 | -0.18 | -1 | -3.0 | -11 | -1.0 | -26
CC(C)C1Oc2ccccc2N(CC(=O)NCCCN2C(C)CCCC2C)C1=O (configuration not stated) | 0.73 | 0.6 | 5 | 0.84 | 1 | -1.6 | -5 | -0.9 | -5
